SDO1 yeast rescue: compounds rescuing growth of sdo1-depleted yeast, bone marrow failure model; S. cerevisiae sdo1-depleted JHY4D growth rescue, OD600 30 h; active compounds read high; pdr5 snq2 efflux-pump mutant strain; z-score at 10 µM; 0.21% of 140,000 active; AID 817;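 active = z-score above 3 at both the 24 hr and the 30 hr optical density reads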;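 note: z-score against mean and SD of all compound wells on the same plate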
INS promoter inh: TRM-6 insulin promoter activity inhibition | TRM-6 cells (human fetal islet line), insulin promoter-eGFP reporter, imaging; reporter expression induced with tamoxifen | inhibition, % at 2 µM | 0.9% of 130,000 active;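 active = inhibition above the mean plus 3 SD, with well images judged a real hit on visual review, cut at about 60% in these data, passing the limit was not always enough; inconclusive = inhibition over the cutoff but images rejected on review; inactive = inhibition not above the cutoff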
SDO1 yeast rescue Rescue 24 h: also measured in SDO1 yeast rescue; calls as there; z-score; S. cerevisiae sdo1-depleted JHY4D growth rescue, OD600; measured here: growth rescue at 24 h;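 0 is the plate mean of compound wells and units are plate SD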
The depositor's hits bear a star; i = inactive; u = inconclusive; x = no result given.

The line under a structure holds: SDO1 yeast rescue	SDO1 yeast rescue Rescue 24 h	INS promoter inh
1	O=C(C1COc2ccccc2O1)N1CCn2c(nc3ccccc32)C1 (configuration not stated)
→ 0.01	-0.04	x
2	O=C(CSc1nnc(-c2cccnc2)n1Cc1ccco1)c1ccc2ccccc2c1
→ -1.4	-0.97	x
3	COc1ccc(/C=C/C(O)=C2/C(=O)NC3(C)CC2c2ccccc2O3)c(OC)c1OC (configuration not stated)
→ x	x	47
4	CCOC(=O)Nc1ccc2c(C)cc(=O)oc2c1
→ 0.95	0.58	-81
5	C=CCn1c(CNC(=O)CCC)nc2ccccc21
→ x	x	36
6	CCOC(=O)C(NC(=O)Nc1ccc(F)cc1F)(Oc1ccc(F)cc1)C(F)(F)F (configuration not stated)
→ 1.4	1.9	-71
7	Cn1c(=O)c2c(nc(N/N=C/c3ccc(OC(=O)c4ccco4)cc3)n2Cc2ccccc2)n(C)c1=O
→ -0.01	-0.21	11
8	Cc1ccc(N=C2NC(=O)CS2)c(C)c1
→ 1	1	29
9	COC(=O)c1ccc(COC(=O)c2c(C)nn(Cc3ccccc3Cl)c2Cl)o1
→ -0.33	-0.96	-5
10	CCOC(=O)C1=C(C)N(C)C(=S)NC1c1cc(OC)ccc1OC (configuration not stated)
→ x	x	-8
11	c1ccc(SCc2nc(-c3ccccn3)no2)cc1
→ -0.36	-0.84	15
12	CN1CCN(c2ccc(Cl)cc2NC(=O)c2ccc(=O)n(C)n2)CC1
→ x	x	-55
13	CSC(=CC(=O)c1ccccc1)SC
→ 0.84	0.43	30
14	Cc1ccc(-c2sc(C)nc2CC(=O)O)cc1
→ -0.44	-0.78	x
15	Cc1ccc(-c2c(C)n([O-])c3c([n+]2=O)CCCC3)cc1
→ x	x	14
16	O=C(NCC1CCCO1)c1c(O)c2cccc3c2n(c1=O)CCC3 (configuration not stated)
→ -1.5	-1.2	71*
17	CC1=C(C(=O)OC(C)(C)C)C(c2ccco2)C(C#N)=C(N)O1 (configuration not stated)
→ -0.47	-0.95	-8
18	NS(=O)(=O)c1ccc(S(=O)(=O)N2CCCC2)cc1
→ 1.3	-0.04	-10
19	C/C(Cn1nc([N+](=O)[O-])cc1C)=N\NC(=O)COc1ccccc1[N+](=O)[O-]
→ 0.76	0.76	0
20	O=C(NCc1ccccn1)C1CCCN(S(=O)(=O)c2cccc3nsnc23)C1 (configuration not stated)
→ 0.98	0.83	x
21	CC12CCC(C/C1=N\N=C1\NC(=O)/C(=C\c3ccc(Cl)cc3)S1)C2(C)C (configuration not stated)
→ -0.65	-1.2	18
22	Cc1ccccc1CSc1nc(C(C)(C)C)cc(=O)[nH]1
→ x	x	-21
23	COc1nnc(-c2ccc(N3CCCCC3)c(NC(=O)C3CCCCC3)c2)c2ccccc12
→ -0.96	-0.71	-50
24	CC1=CC2=NC(=O)/C(=C\c3cc(C)n(-c4ccccc4F)c3C)C(=N)N2O1
→ -0.38	-0.43	3
25	Cc1ccc(-c2cn3c(=O)cc(C)[nH]c3n2)cc1
→ -0.86	-1.3	-54
26	Cc1ccc(N2CC(c3nc4ccccc4[nH]3)CC2=O)c(C)c1 (configuration not stated)
→ 0.12	-0.19	x
27	CN1CCN(C2=Nc3cc(Cl)ccc3Nc3ccccc32)CC1
→ -0.05	-1	48
28	O=C(CSc1ncccc1C(=O)O)c1cccc(C(F)(F)F)c1
→ x	x	0
29	COc1ccc(/C=N/NC(=O)c2cccc([N+](=O)[O-])c2)cc1OC
→ x	x	-16
30	CSC1=N/C(=C\c2ccc(C)o2)C(=O)S1
→ 1.6	2.3	x

Overlap with the part before: 7 compounds, then new ones.
The line under a structure holds: SDO1 yeast rescue	SDO1 yeast rescue Rescue 24 h	INS promoter inh
24	CC1=CC2=NC(=O)/C(=C\c3cc(C)n(-c4ccccc4F)c3C)C(=N)N2O1
→ -0.38	-0.43	3
25	Cc1ccc(-c2cn3c(=O)cc(C)[nH]c3n2)cc1
→ -0.86	-1.3	-54
26	Cc1ccc(N2CC(c3nc4ccccc4[nH]3)CC2=O)c(C)c1 (configuration not stated)
→ 0.12	-0.19	x
27	CN1CCN(C2=Nc3cc(Cl)ccc3Nc3ccccc32)CC1
→ -0.05	-1	48
28	O=C(CSc1ncccc1C(=O)O)c1cccc(C(F)(F)F)c1
→ x	x	0
29	COc1ccc(/C=N/NC(=O)c2cccc([N+](=O)[O-])c2)cc1OC
→ x	x	-16
30	CSC1=N/C(=C\c2ccc(C)o2)C(=O)S1
→ 1.6	2.3	x
31	CCCn1c(SCC#N)nc2c(c1=O)C1(CCCC1)Cc1ccccc1-2
→ -0.78	0.25	-7
32	N=c1c(C(=O)NCc2ccc(F)cc2)cc2c(=O)n3ccccc3nc2n1CCCN1CCOCC1
→ 2.6	3.5	-52
33	CCCNc1ccc(S(=O)(=O)N(C(C)C)C(C)C)cn1
→ -0.46	-1.1	-16
34	Cc1ccc(-c2nc(CN3CCCCC3)cc(CN3CCCCC3)c2O)cc1
→ x	x	-7
35	COc1ccc(CONc2ncnc3nonc23)cc1[N+](=O)[O-]
→ x	x	29
36	Oc1ccccc1-c1n[nH]c(=S)n1Cc1ccco1
→ 0.21	-0.29	22
37	Cc1nn(C)cc1C(=O)Nc1ccccc1Br
→ -0.56	-2.3	-3
38	COc1ccc(CC(NC(C)=O)C(=O)NC2CCN(S(=O)(=O)c3cccc4ccccc34)CC2)cc1OC (configuration not stated)
→ 2.1	3.5	-11
39	Cc1cc(C(=O)CN2C(=O)NC3(CCCc4ccccc43)C2=O)c(C)n1Cc1cccs1 (configuration not stated)
→ -0.28	-0.07	x
40	Cc1cccc(-n2c(SCC(=O)Nc3cccc(S(=O)(=O)NC4=NCCCCC4)c3)nc3ccccc3c2=O)c1C
→ -0.23	-0.18	0
41	CCC(=O)Nc1sc2c(c1C(=O)N(C)C)CCCCC2
→ 0.9	-0.09	-47
42	CC(=O)N1CCc2cc(S(=O)(=O)NCCC3=CCCCC3)ccc21
→ x	x	-21
43	O=C(Cc1ccc(Br)cc1)N1CCCCCC1
→ 0.36	-0.15	-3
44	CCOc1cc(C(=O)OCC(=O)c2cc(C)n(CC3CCCO3)c2C)ccc1OCC(=O)N1CCOCC1 (configuration not stated)
→ x	x	29
45	Cc1cc(C)n(CC(O)COc2c(C)cccc2C)n1 (configuration not stated)
→ x	x	20
46	COc1ccccc1NC(=O)CSc1ccc2nnc(-c3cccnc3)n2n1
→ 0.59	-0.27	x
47	CC1(C)Cc2ccccc2C(C(Cc2ccccc2)C(N)=O)=N1 (configuration not stated)
→ x	x	6
48	COc1cccc(/C=N/NC(=O)c2c(-c3ccccc3)noc2C)c1
→ -0.51	-0.72	x
49	Cc1cc(=S)cc(C)n1CCCO
→ 0.63	0.08	x
50	CCN(CC)S(=O)(=O)c1cccc2c(N(C)C)cccc12
→ -0.81	-0.61	x
51	CC(CCc1ccccc1)NC(=O)COC(=O)c1ccccc1O (configuration not stated)
→ x	x	19
52	COc1ccc(CCN(C)C(=O)CSc2ncnc3sccc23)cc1OC
→ x	x	-29
53	COc1cc(C=O)ccc1OCCOc1ccccc1[N+](=O)[O-]
→ 0.17	0.28	-27
54	Cc1ccc(N2CCN(C(=O)N3CCOCC3)CC2)cc1C
→ x	x	33
55	Cc1ccc(N2C(=O)Nc3cc(Cl)c(Cl)cc3N2O)cc1Cl
→ x	x	-167
56	Cc1ccc(Nc2ccc(NCc3ccccc3)nn2)cc1C
→ 0.14	0.1	x
57	O=C(NC1CCCCC1)N1CCCCCCC1
→ 0.27	-0.32	x
58	CCOC(=O)Cn1c(=O)n(CC(=O)OCC)c2ccccc21
→ 1.3	1.7	-21
59	Cc1ccc(S(=O)(=O)N2CCC(=O)N(CCOC(=O)Nc3ccccc3C)CC2)cc1
→ 0.67	1.3	-41
60	O=c1c2ccccc2nc2n1C(CSCc1ccc(Cl)cc1)CS2 (configuration not stated)
→ -1.1	-0.8	-14

An excerpt from above in order of their number in SDO1 yeast rescue, rising:
# | SMILES | SDO1 yeast rescue
60 | O=c1c2ccccc2nc2n1C(CSCc1ccc(Cl)cc1)CS2 (configuration not stated) | -1.1
48 | COc1cccc(/C=N/NC(=O)c2c(-c3ccccc3)noc2C)c1 | -0.51
53 | COc1cc(C=O)ccc1OCCOc1ccccc1[N+](=O)[O-] | 0.17

(continued)
The line under a structure holds: SDO1 yeast rescue	SDO1 yeast rescue Rescue 24 h	INS promoter inh
61	COc1ccc(C2C3=C(CC(C)(C)CC3=O)Oc3ncn(Cc4ccccc4)c(=N)c32)cc1 (configuration not stated)
→ -1.6	-1.3	-3
62	Cc1ccc(F)c(NC(=O)C2CCCCC2C(=O)O)c1 (configuration not stated)
→ -0.07	-0.56	36
63	Cc1c(NC(=S)NC(=O)C(C)(C)C)cccc1[N+](=O)[O-]
→ 1.3	1.4	x
64	CCOc1ccc(NC(=S)NC(=O)/C=C/c2ccc(C)cc2)c([N+](=O)[O-])c1
→ -0.55	0.91	x
65	CCC12CN3CC(CC)(CN(C1)C3c1ccc([N+](=O)[O-])o1)C2=O (configuration not stated)
→ x	x	-57
66	Cc1ccccc1C(=O)NC1CCN(Cc2nnnn2Cc2ccccc2)CC1
→ 0.96	1	-17
67	Cc1ccc(-n2c(Cc3cccs3)nnc2SCC(N)=O)cc1
→ 0.58	0.14	x
68	O=C(Cn1c(=O)c2c(ncn2Cc2ccccc2)n(Cc2ccccc2)c1=O)N1CCCC1
→ -0.01	0.09	-36
69	CCC(CC)C(=O)c1c[nH]c(C(=O)OC)c1
→ x	x	54
70	CN1CCC(=NNC(=O)CN(c2cccc(Cl)c2)S(C)(=O)=O)CC1
→ x	x	-71
71	C[N+]1(CC#CC(O)(c2ccccc2)c2ccccc2)CCCC1
→ 0.05	-1.3	-17
72	COc1ccccc1CNC(=O)CCC(=O)Nc1nnc(C)s1
→ -0.72	-0.57	x
73	CCOC(=O)c1ccc(N2C(=O)CC(N3CCN(C(=O)c4ccco4)CC3)C2=O)cc1 (configuration not stated)
→ -0.4	-1.6	-6
74	O=C(Nc1cc(S(=O)(=O)N2CCOCC2)ccc1N1CCOCC1)c1cc(=O)[nH]c2ccccc12
→ x	x	20
75	Cc1nc(SCC(=O)NCC(F)(F)F)c2c(-c3cccs3)csc2n1
→ -0.88	-0.43	-112
76	COc1cc(C(=O)N(Cc2ccc(N(C)C)cc2)C2CCS(=O)(=O)C2)cc(OC)c1OC (configuration not stated)
→ -0.58	-0.88	u
77	CCOc1ccc(/C(O)=C2/C(=O)C(=O)N(CC3CCCO3)C2c2ccc(C)o2)cc1 (configuration not stated)
→ 0.49	-0.23	27
78	C/C(=N\N=C(N)N)c1cccc([N+](=O)[O-])c1
→ 0.41	-0.34	x
79	CCCCn1c(=O)n(CC(=O)NCc2ccc(C)cc2)c(=O)c2c1nc(CO)n2CCC
→ 1.4	0.95	x
80	Cc1occc1C(=O)Nc1ccc(Br)cc1F
→ 1.4	1.5	17
81	O=C(c1ccccc1Oc1ccccc1)N1CCN(c2ccccc2F)CC1
→ -0.91	0.2	i
82	Cn1c(-c2cc(Br)ccc2O)n[nH]c1=S
→ 1.7	1.4	x
83	Cn1cc(C(=O)N2CCc3ccccc3C2)c(=O)c2cc(S(=O)(=O)N3CCOCC3)ccc21
→ x	x	57
84	COc1ccc(C2=NN(C(C#N)c3ccc(OC)cc3)C(c3ccccc3)C2)cc1 (configuration not stated)
→ -0.6	-0.41	-10
85	CCN(CC)c1ccc(C=Nc2ccccc2)c(O)c1
→ 0.33	-0.02	30
86	O=C1C(=Cc2ccc(Br)o2)C(=O)c2ccccc21
→ -0.64	-0.03	-206
87	Cc1ccc2nsnc2c1S(=O)(=O)N(CCO)Cc1cc2cc3c(cc2[nH]c1=O)OCCO3
→ -0.92	-0.97	15
88	COC(=O)c1ccc(NC(=O)Nc2ccc3c(c2)nc(C)n3C)cc1
→ x	x	57
89	CC(Sc1nc(-c2ccccc2)cc(=O)[nH]1)C(=O)O (configuration not stated)
→ 0.69	0.6	x
90	O=C(NC1CCCCC1)c1ccc(CS(=O)(=O)Cc2ccccc2F)o1
→ 0.18	0.07	-9
91	Cc1ccc(NS(=O)(=O)c2ccc(CCC(=O)NC3CC3)cc2)cc1
→ 0.44	0.35	4
92	CCC(NC(=O)C1CCC1)c1ccccc1 (configuration not stated)
→ 1.8	0.53	-39
93	COc1ccccc1N=c1oc2cc(O)ccc2cc1C(=O)NCC1CCCO1 (configuration not stated)
→ -0.79	-0.94	17
94	C/C(N)=C(/C#N)C(=O)COC(=O)CC12CC3CC(CC(C3)C1)C2
→ 0.13	1	23
95	Cc1ccc(-n2c(=O)[nH]cc(C(=O)N3CCc4ccccc43)c2=O)cc1C
→ 0.7	0.26	x
96	O=C(NCc1ccco1)C(=O)NCC1OCCN1S(=O)(=O)c1ccccc1 (configuration not stated)
→ 0.08	0.48	-17
97	COc1ccccc1N(CC(=O)NC1CCCCC1)C(=O)c1csnn1
→ -0.05	-0.72	13
98	CCn1c(=O)cc(SCC(=O)N2CCN(Cc3ccc4c(c3)OCO4)CC2)c2ccccc21
→ -0.72	-0.68	x
99	CCCCc1cc(=O)oc2cc(OCc3cc(OC)c(OC)c(OC)c3)c(Cl)cc12
→ 0.46	2.2	43
100	COCCCNC(=S)N(Cc1ccccc1)Cc1nc2ccccc2c(=O)[nH]1
→ -0.13	-0.04	-46
101	Brc1cc2c(cc1COc1ccc(-c3nn[nH]n3)cc1)OCO2
→ 0.1	-0.1	x
102	O=C(COC(=O)/C=C/c1ccc(F)cc1)Nc1cc(C(F)(F)F)ccc1N1CCOCC1
→ 0.17	0	-7
103	CC1CCCN(S(=O)(=O)c2ccc(Br)s2)C1 (configuration not stated)
→ -0.71	-1.3	-44
104	NS(=O)(=O)c1ccc(NC(=S)N2CCN(c3ccccc3Cl)CC2)cc1
→ 1.6	1.2	5
105	CC1=NN(c2cccc(C(=O)O)c2)C(=O)/C1=C\C=C/c1ccccc1
→ x	x	-17
106	Cc1cccc(NC(=O)CCCSc2nc3ccccc3[nH]2)c1
→ -0.04	0.11	-10
